# Bfl-1 Bim block: inhibitors of Bim-Bfl-1 interaction, human; inhibition, % at 10 µM; 0.12% of 190,000 active; Bead-based flow cytometry, Bim-Bfl-1 binding inhibition;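 note: 0% = wells without compound plus tracer and 100% = blocker peptide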
# Mcl-1 Bim block: inhibitors of Bim-Mcl-1 interaction, human; Q07820; Bead-based flow cytometry, Bim peptide-Mcl-1 binding; inhibition, % at 10 µM; 0.1% of 190,000 active;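 note: 0% = no compound tracer wells and 100% = peptide blocker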
# Target sequence (Q07820 whole entry, looked up): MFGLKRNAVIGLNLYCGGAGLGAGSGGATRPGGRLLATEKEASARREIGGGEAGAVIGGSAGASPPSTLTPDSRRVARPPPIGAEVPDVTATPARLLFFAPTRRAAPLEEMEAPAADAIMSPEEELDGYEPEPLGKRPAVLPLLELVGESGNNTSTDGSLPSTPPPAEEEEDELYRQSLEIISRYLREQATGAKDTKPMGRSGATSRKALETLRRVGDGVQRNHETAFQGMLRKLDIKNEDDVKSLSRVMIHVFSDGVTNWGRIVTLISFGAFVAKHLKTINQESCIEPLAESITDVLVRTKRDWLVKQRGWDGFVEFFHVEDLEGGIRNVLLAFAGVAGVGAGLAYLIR
# GSH bead fluor: GSH bead compound fluorescence profile. GSH beads flow cytometry, compound fluorescence 488/530 nm; active compounds read high. fluorescence (KMESF) at 10 µM. 0.25% of 190,000 active; in the data active = fluorescence above about 89;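 note: glutathione beads carrying GST-tagged Bcl family fusion proteins plus one bare bead set; values are compound well signal with DMSO vehicle wells as background; inactives centre near 16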
# Bcl-W Bim block: human Bim-Bcl-W interaction inhibition. inhibition, % at 10 µM. bead-based flow cytometry, Bim peptide-Bcl-W binding. 0.02% of 190,000 active;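 note: 0% = bound tracer without compound and 100% = peptide blocker; higher means less fluorescent Bim peptide bound to Bcl-W beads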
# Target sequence (Q92843 whole entry, looked up): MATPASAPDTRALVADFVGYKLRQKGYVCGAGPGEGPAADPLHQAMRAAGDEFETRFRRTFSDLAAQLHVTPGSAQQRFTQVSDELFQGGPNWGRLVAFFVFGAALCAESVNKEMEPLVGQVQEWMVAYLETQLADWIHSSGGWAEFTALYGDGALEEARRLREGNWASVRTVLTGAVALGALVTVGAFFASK
# Bcl-B Bim block: disrupts Bim peptide binding to human Bcl-B. bead-based flow cytometry. inhibition, % at 10 µM. 0.073% of 190,000 active;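 note: 0% = tracer peptide without compound and 100% = reference inhibitor peptide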
# Target sequence (Q9HD36 whole entry, looked up): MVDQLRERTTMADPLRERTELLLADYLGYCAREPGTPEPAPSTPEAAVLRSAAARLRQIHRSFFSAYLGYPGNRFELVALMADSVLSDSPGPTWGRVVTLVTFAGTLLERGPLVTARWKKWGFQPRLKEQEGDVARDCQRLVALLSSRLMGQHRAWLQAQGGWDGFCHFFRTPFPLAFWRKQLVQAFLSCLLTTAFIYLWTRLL
# Mcl1-Bid inh: Mcl-1/Bid interaction inhibition; Q07820; TR-FRET Mcl-1/Bid-Dy647 peptide binding, 1536-well; inhibition, % at 21.7 µM; 0.97% of 220,000 active; AID 1021;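 active = compounds that cut the binding signal by more than half at the single screening dose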;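 note: His-tagged Mcl-1 with europium anti-His antibody binding Bid BH3 peptide; 0% = Mcl-1 plus peptide wells and 100% = peptide-only wells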
# RGS8-Gao reg: human RGS8-Galphao interaction regulation. multiplexed bead flow cytometry, RGS8-Galphao binding; actives lie on both sides. response (percent of control binding), % at 10 µM. 0.34% of 220,000 active. AID 1423; in the data active = response below about 60% or above about 140%; inactive = in between;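 note: Galphao activated as the GDP aluminium fluoride complex binding bead-coupled RGS8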
# RGS4-Gao reg: modulates binding of RGS4 to human Galphao | 0.33% of 220,000 active | Multiplexed bead flow cytometry; actives lie on both sides | binding response (% of control), % at 10 µM | P09471; in the data active = binding response below about 49% or above about 150%; inactive = in between;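 note: fluorescent Galphao activated with aluminum fluoride binding bead-coupled RGS4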
# Bim-Bcl-2: human Bim-Bcl-2 interaction inhibition; P10415; Bead-based flow cytometry, Bim peptide-Bcl-2 binding; inhibition, % at 10 µM; 0.06% of 190,000 active; in the data active = inhibition above about 40%; inconclusive = no clear call, values can overlap the other calls;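 note: 0% = no compound wells with probe peptide and 100% = reference peptide inhibitor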
# Target sequence (P10415 whole entry, looked up): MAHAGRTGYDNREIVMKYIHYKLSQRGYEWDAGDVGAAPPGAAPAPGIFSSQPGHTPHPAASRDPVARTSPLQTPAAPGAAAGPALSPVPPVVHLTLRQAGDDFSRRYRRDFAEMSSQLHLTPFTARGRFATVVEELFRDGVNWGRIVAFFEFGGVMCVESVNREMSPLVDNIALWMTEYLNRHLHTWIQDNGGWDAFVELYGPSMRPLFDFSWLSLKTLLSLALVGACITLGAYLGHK
# RGS7-Gao reg: human RGS7-Galphao interaction regulation; P09471; Multiplexed bead flow cytometry, RGS7-Galphao binding; actives lie on both sides; binding response (% of control), % at 10 µM; 0.35% of 220,000 active; AID 1439; in the data active = binding response below about 49% or above about 150%; inconclusive = no clear call, values can overlap the other calls; inactive = in between;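 note: fluorescent Galphao held in activated GDP-AlF4 state binding bead-coupled RGS7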
# Bcl-XL Bim block: disrupts Bim peptide binding to human Bcl-XL. Q07817. bead flow cytometry, fluorescence. inhibition, % at 10 µM. 0.04% of 190,000 active
# An asterisk follows results filed as active; ? = inconclusive; [ ] = remark or other dose. Cut-off read from the data, not from the text of the source, unless noted: active = inhibition above about 40%.
Bfl-1 Bim block,Mcl-1 Bim block,GSH bead fluor,Bcl-W Bim block,Bcl-B Bim block,Mcl1-Bid inh,RGS8-Gao reg,RGS4-Gao reg,Bim-Bcl-2,RGS7-Gao reg,Bcl-XL Bim block,molecule
-8,-5,14,-4,-6,10,102,101,-21,98,-7,CCC(C)NC(=O)COC(=O)c1ccccc1OCC(=O)Nc1ccc(Br)cc1 (configuration not stated)
6,-3,14,5,6,-5,97,101,2,101,8,O=C(Cn1ncc(Cl)c(Cl)c1=O)N1CCN(S(=O)(=O)c2ccc3ccccc3c2)CC1
0,-4,11,0,0,-9,99,100,0,98,-2,O=C1OCCC1Sc1nnnn1-c1ccccc1 (configuration not stated)
0,-2,9,0,-2,-77,98,99,-2,98,0,COc1ccccc1N1CCN(C(=O)C2C3C=CC4(CN(Cc5ccccc5Cl)C(=O)C24)O3)CC1 (configuration not stated)
-2,-4,4,-3,-6,-3,103,101,-6,98,-4,O=C(COC(=O)/C=C/c1nc2ccccc2s1)Nc1ccccc1Oc1ccccc1
-4,-6,16,-3,-4,-6,100,100,-7,98,-2,CC1CCCC(NC(=O)CN(C)S(=O)(=O)c2cnc[nH]2)C1C (configuration not stated)
2,0,12,-1,2,10,71,84,0,82,-2,O=C(Nc1cccc(F)c1)c1ccco1
-15,-2,12,-3,-10,-16,100,102,-9,100,-4,CCc1n[nH]c2c1/C(=N/O)CCC2
-18,-2,22,-2,-10,-40,100,101,-5,98,-9,O=C(Cc1coc2ccc3ccccc3c12)N1CCN(c2ncccn2)CC1
-11,-3,42,0,-9,-32,98,105,-10,102,11,Cc1ccc(Oc2ccccc2)c(NC=O)c1
-5,0,10,3,-9,8,102,100,-4,99,0,CCOn1c(=O)c(-c2cccs2)[n+]([O-])c2ccccc21
-4,-3,37,-3,-4,-3,89,89,-6,95,-8,CCCCNC(=S)NC(=O)c1ccc(Cl)cc1Cl
-8,0,25,0,-9,-19,100,100,-2,102,-4,Cc1oc(-c2cccs2)nc1CS(=O)CC(=O)NC1CCCCCC1 (configuration not stated)
-9,0,41,1,-3,-2,104,104,-5,102,4,O=C(Cc1sc(-c2ccccc2Cl)nc1-c1ccccc1)Nc1ccc(F)cc1
-7,-11,36,0,-6,-1,103,106,-7,107,-3,c1ccc(-c2noc(-c3cccc4ccccc34)n2)cc1
0,-5,9,-2,-7,-23,111,107,-4,107,-9,O=C(Cc1cccs1)NC1(C(=O)NC2CCCC2)CCCCC1
-2,-2,15,-1,-1,-1,99,98,-3,96,-4,CC1CCN(C(=O)C2CCCN(S(C)(=O)=O)C2)CC1 (configuration not stated)
0,0,15,0,-2,-1,101,101,-1,99,-3,Cc1cc(NC(=O)c2ccccc2Cl)no1
-8,0,41,2,-7,-6,97,102,-7,102,0,COC(=O)C1=C(CSCc2ccco2)NC(=O)NC1c1cc(C)ccc1C (configuration not stated)
-1,-2,10,-2,-8,-9,104,100,-1,99,-4,CN1CCN(/N=C/c2nc(-c3ccccc3)n3ccccc23)CC1
0,-1,12,0,-1,-12,100,100,0,100,-4,COc1cc2c(cc1OC)C(c1cccs1)CC(=O)N2 (configuration not stated)
-4,1,16,0,-2,2,99,98,-3,97,-2,Cc1ccc(-n2cnc3c(sc4nccc(N(C)C)c43)c2=O)cc1
-3,0,19,-1,-2,-45,99,97,0,99,-2,O=C(Nc1ccc2c(c1)OCO2)Nc1ccc2c(c1)OCO2
-5,-4,14,-5,-9,-1,100,98,-3,96,-6,Cc1nc2cc(-c3ccccc3)nn2c(C)c1CCC(=O)NC(C)c1ccc2c(c1)OCCO2 (configuration not stated)

# As a working copy, some entries already given.
Bfl-1 Bim block,Mcl-1 Bim block,GSH bead fluor,Bcl-W Bim block,Bcl-B Bim block,Mcl1-Bid inh,RGS8-Gao reg,RGS4-Gao reg,Bim-Bcl-2,RGS7-Gao reg,Bcl-XL Bim block,molecule
-7,-11,36,0,-6,-1,103,106,-7,107,-3,c1ccc(-c2noc(-c3cccc4ccccc34)n2)cc1
0,-5,9,-2,-7,-23,111,107,-4,107,-9,O=C(Cc1cccs1)NC1(C(=O)NC2CCCC2)CCCCC1
-2,-2,15,-1,-1,-1,99,98,-3,96,-4,CC1CCN(C(=O)C2CCCN(S(C)(=O)=O)C2)CC1 (configuration not stated)
0,0,15,0,-2,-1,101,101,-1,99,-3,Cc1cc(NC(=O)c2ccccc2Cl)no1

# Some of these compounds in order of formula weight, high to low.
Bfl-1 Bim block,Mcl-1 Bim block,GSH bead fluor,Bcl-W Bim block,Bcl-B Bim block,Mcl1-Bid inh,RGS8-Gao reg,RGS4-Gao reg,Bim-Bcl-2,RGS7-Gao reg,Bcl-XL Bim block,molecule
-5,-4,14,-5,-9,-1,100,98,-3,96,-6,Cc1nc2cc(-c3ccccc3)nn2c(C)c1CCC(=O)NC(C)c1ccc2c(c1)OCCO2 (configuration not stated)
-4,1,16,0,-2,2,99,98,-3,97,-2,Cc1ccc(-n2cnc3c(sc4nccc(N(C)C)c43)c2=O)cc1
0,-5,9,-2,-7,-23,111,107,-4,107,-9,O=C(Cc1cccs1)NC1(C(=O)NC2CCCC2)CCCCC1
-1,-2,10,-2,-8,-9,104,100,-1,99,-4,CN1CCN(/N=C/c2nc(-c3ccccc3)n3ccccc23)CC1
0,-1,12,0,-1,-12,100,100,0,100,-4,COc1cc2c(cc1OC)C(c1cccs1)CC(=O)N2 (configuration not stated)

# Next entries:
Bfl-1 Bim block,Mcl-1 Bim block,GSH bead fluor,Bcl-W Bim block,Bcl-B Bim block,Mcl1-Bid inh,RGS8-Gao reg,RGS4-Gao reg,Bim-Bcl-2,RGS7-Gao reg,Bcl-XL Bim block,molecule
-11,-2,10,-2,-10,9,102,102,-5,96,-6,CCOC(=O)c1c(C)[nH]c(C(=O)OCC(=O)NC(C)C)c1C
-1,-2,14,-2,-6,-34,100,105,-2,98,-4,CN1CC=C2C(C#N)=C(N)C(C#N)(C#N)[C@H](c3cccc(Cl)c3)C2C1 (some centres not stated)
-8,-4,11,2,-10,4,102,104,-3,99,-2,CC(C)C(=O)NC(C)C(c1cccs1)N1CCN(C)CC1 (configuration not stated)
0,4,26,1,-1,-19,101,100,1,98,0,Cc1ccccc1-c1nc(CS(=O)CC(=O)NCCCN(C)c2ccccc2)c(C)o1 (configuration not stated)
-17,-2,21,-1,-6,-3,99,102,-11,101,-4,CC(=O)c1ccc(NC(=O)CCn2c(=O)oc3ccccc32)cc1
-6,-5,15,-4,-5,-23,142*[activator],116,-9,114,-3,O=C(NCCN1CCN(c2cccc(Cl)c2)CC1)C1CCCN(S(=O)(=O)c2cnc[nH]2)C1 (configuration not stated)
-15,-6,34,-1,-11,-13,98,98,-10,93,-9,COCCCNC(=O)COc1ccc(S(=O)(=O)Nc2ccccc2)cc1
1,0,7,1,0,-57,102,100,1,94,-2,COc1ccc(OC)c(-n2cnc3cc(C(=O)O)ccc32)c1
-6,-6,15,-8,-7,-9,101,99,-4,100,-7,O=C(CN1C(=O)COc2ccccc21)N1CCc2ccccc2C1
-11,-6,24,-1,-7,-7,104,99,-5,98,-8,COC(=O)c1ccc(/C=N/OCC(=O)NC2CCCCCCC2)cc1
1,0,13,0,-3,-32,102,101,3,101,0,Cc1ccc(C)c2[nH]c(=O)c(CN(Cc3ccco3)C(=S)NCC3CCCO3)cc12 (configuration not stated)
-14,0,9,-3,-8,-10,102,100,-4,106,-7,COc1ccccc1/C=C(/C(=O)OCC(=O)Nc1cc(C)ccc1C)c1ccccc1
-3,-5,19,-4,-3,-8,95,96,-4,96,-5,COc1cccc(C2=NOC(C(=O)NCCCn3ccnc3)C2)c1 (configuration not stated)
-12,-5,16,1,-13,-8,99,97,-16,94,-6,CCOC(=O)C(Cc1ccccc1)C(=O)Nc1nccs1 (configuration not stated)
-8,-1,15,-3,-4,-12,159*[activator],160*[activator],-4,162*[activator],-4,COc1ccc(CC(=O)OCC(=O)NCc2ccccc2Cl)cc1OC
-9,2,16,0,-1,-13,103,105,-4,103,0,O=S1(=O)NC2CCCCCN2c2ccc(F)cc21 (configuration not stated)
3,1,33,1,5,9,99,90,4,92,0,CCOC(=O)C1CCN(C(=O)CN(Cc2ccc(Cl)cc2)S(C)(=O)=O)CC1
-5,-5,42,-4,-4,10,102,113,-1,108,-3,O=C(NCCCn1ccnc1)c1ccccc1NS(=O)(=O)c1ccc(F)c(F)c1
-5,1,11,3,0,-47,91,81,1,90,0,COc1cccc(/C=N/NC(=O)c2c(-c3ccccc3)noc2C)c1O
-3,-3,11,-3,-1,-9,109,108,0,108,-5,O=C(Nc1nnc(C2CC2)s1)c1cc2c(s1)CCCCCC2
-6,0,56,-2,-3,9,99,98,-1,98,-7,Cc1ccc(Nc2c3c(nc4ncnn24)CC(C)CC3)cc1 (configuration not stated)
-2,2,10,1,0,-32,101,100,-1,95,0,OCCCNc1c2c(nc3cc(-c4ccc(Cl)cc4)nn13)CCC2
-16,-3,30,-1,-8,-6,101,100,-7,99,-2,O=C(O)Cn1cc2c(n1)CCCC2
-1,0,10,-2,-4,-3,98,98,-1,97,-1,N/C(=N\OS(=O)(=O)c1ccccc1)c1ccncc1
-11,-1,29,1,-7,25,100,96,-7,97,-7,O=C(NCc1ccccn1)c1ccc(Cn2cc(Br)cn2)o1
-4,0,20,-1,-3,-26,95,91,-2,?,-3,Cc1ccc(Cl)cc1N=C(N)N=C(N)N
-3,0,19,-1,-6,-10,102,101,-3,99,0,C=CCOC(=O)C1=C[C@H](c2cn(C(C)=O)c3ccccc23)C[C@H](OCCCCO)O1
-1,0,11,-1,-2,-8,98,99,-2,97,-1,CCC(CC)C(=O)Nc1cc(C(=O)NCCc2ccccc2)ccc1Cl
1,-2,13,2,1,-22,102,97,-2,99,1,O=C(Nc1cccc2cccnc12)c1cccc(N2C(=O)CCC2=O)c1
-13,0,29,3,-7,-21,104,101,-8,103,-4,COC(=O)C(NC(C)=O)(Nc1nc(C)cs1)C(F)(F)F (configuration not stated)
5,-3,11,0,0,-67,51*,63,1,58,-3,Cc1ccc(/C=N/n2c(-c3ccncc3)n[nH]c2=S)cc1
0,-1,8,0,0,-73,105,103,0,99,0,COc1cc(=O)n2c(n1)SCCC2

# Of the compounds above, two contain two or more sulfur atoms:
Bfl-1 Bim block,Mcl-1 Bim block,GSH bead fluor,Bcl-W Bim block,Bcl-B Bim block,Mcl1-Bid inh,RGS8-Gao reg,RGS4-Gao reg,Bim-Bcl-2,RGS7-Gao reg,Bcl-XL Bim block,molecule
-8,0,25,0,-9,-19,100,100,-2,102,-4,Cc1oc(-c2cccs2)nc1CS(=O)CC(=O)NC1CCCCCC1 (configuration not stated)
-3,-3,11,-3,-1,-9,109,108,0,108,-5,O=C(Nc1nnc(C2CC2)s1)c1cc2c(s1)CCCCCC2

# Source: PubChem BioAssay (several laboratories)
